VEEV TC-83 Vero: inhibitors of VEEV TC-83 cytopathic effect, confirmation, Vero cells (AID 588727). inhibition, % at 20 µM; hits with a dose series show IC50 in µM. Vero cells, VEEV TC-83 cytopathic effect inhibition; higher % means a stronger effect. 350,000 compounds, 0.13% hits; in the data active = a potency from the dose series; inconclusive = inhibition mostly from about 14% at the one dose, without a potency; inactive = the rest, 99 in 100 with inhibition below about 12%; also: strong numbers were not always called active
* hit, by the source's call.

For C/C=C/c1ccc2c(c1)O[C@H](CN(C)C(=O)NC1CCCC1)[C@H](C)CN([C@H](C)CO)S2(=O)=O the results were VEEV TC-83 Vero inactive.
Screening CC(=O)N1N=C(c2ccc(Br)cc2)CC1c1ccc(Br)cc1 (stereo not given) returned VEEV TC-83 Vero inactive.
Screening C[C@@H]1CN([C@H](C)CO)S(=O)(=O)c2ccc(C#Cc3ccccc3F)cc2O[C@H]1CN(C)C(=O)c1ccc2c(c1)OCO2 returned VEEV TC-83 Vero 6.8%.
CCCCN1C(=O)C(CC(=O)NCCc2ccccn2)CC(C(=O)N(C(C)C)C(C)C)=C1C (stereo not given) was read as VEEV TC-83 Vero 0.2%.
Screening CCOC(=O)C1(CCCc2ccccc2)CCN(C(=O)c2n[nH]c(CC)c2C)CC1 returned VEEV TC-83 Vero 1.7%.
Screening O=C(CCN1CCCCC1)Nc1ccc(F)c(F)c1 returned VEEV TC-83 Vero 1.2%.
Nc1nc(N2CCCCC2)c2ncn(C3OC(CO)C(O)C3O)c2n1 (stereo not given) was read as VEEV TC-83 Vero inactive.
`O=C(COc1ccc(F)c(Cl)c1)NC(=O)NC1CCCC1` gave VEEV TC-83 Vero 0.5%.
Screening Cc1ccc([C@H]2C[C@H](n3cc(COC(=O)c4ccccc4)nn3)[C@@H](O)CN2C(=O)C2CCCCC2)cc1 returned VEEV TC-83 Vero 0.3%.
For Cc1ccccc1NC(=O)CNC(=O)N1CC(=O)Nc2ccccc21 the results were VEEV TC-83 Vero inactive.
Screening Cc1ccc(OC(=O)N(C)C[C@@H]2OCc3cn(nn3)CCCC(=O)N([C@@H](C)CO)C[C@H]2C)cc1 returned VEEV TC-83 Vero inactive.
`Cc1ccc(C(=O)OCC(=O)N2CCC(C)CC2)cc1S(=O)(=O)N1CCOCC1` gave VEEV TC-83 Vero 2.9%.

A draw from above in order of SMILES length, highest first:
Screening Cc1ccc([C@H]2C[C@H](n3cc(COC(=O)c4ccccc4)nn3)[C@@H](O)CN2C(=O)C2CCCCC2)cc1 returned VEEV TC-83 Vero 0.3%.
Nc1nc(N2CCCCC2)c2ncn(C3OC(CO)C(O)C3O)c2n1 (stereo not given) was read as VEEV TC-83 Vero inactive.
Screening O=C(CCN1CCCCC1)Nc1ccc(F)c(F)c1 returned VEEV TC-83 Vero 1.2%.

By substructure, those above containing a halogen (4)
Screening CC(=O)N1N=C(c2ccc(Br)cc2)CC1c1ccc(Br)cc1 (stereo not given) returned VEEV TC-83 Vero inactive.
Screening C[C@@H]1CN([C@H](C)CO)S(=O)(=O)c2ccc(C#Cc3ccccc3F)cc2O[C@H]1CN(C)C(=O)c1ccc2c(c1)OCO2 returned VEEV TC-83 Vero 6.8%.
Screening O=C(CCN1CCCCC1)Nc1ccc(F)c(F)c1 returned VEEV TC-83 Vero 1.2%.
`O=C(COc1ccc(F)c(Cl)c1)NC(=O)NC1CCCC1` gave VEEV TC-83 Vero 0.5%.

The list continues.
For COC(=O)C1=C(c2ccc(OCc3ccccc3)cc2)C[C@@H]2CC[C@H]1N2C the results were VEEV TC-83 Vero 4.3%.
For CCCCN1CC(C)(C)[C@H](CC(=O)Nc2ccc(Br)cc2)C1=O the results were VEEV TC-83 Vero 0.3%.
For C[C@@H]1CN([C@@H](C)CO)C(=O)CCCn2nncc2CO[C@@H]1CN(C)C(=O)Nc1ccc(N2CCN(C)CC2)cc1 the results were VEEV TC-83 Vero inactive.
For CC1=NN(C(N)=S)C(=O)C1N=Nc1ccccc1[N+](=O)[O-] (stereo not given) the results were VEEV TC-83 Vero 6.1%.
`Cc1ccc(CCC(=O)Nc2ccc(Cl)cc2Cl)o1` gave VEEV TC-83 Vero 1.4%.
For CC(=O)OC1(C)C=Cc2ccccc2C1=NS(=O)(=O)c1ccccc1 (stereo not given) the results were VEEV TC-83 Vero 0.9%.
`C[C@@H]1CCCCO[C@H](CN(C)C(=O)Nc2cccc3ccccc23)[C@@H](C)CN([C@H](C)CO)C(=O)c2cc(NC(=O)c3ccccc3)ccc2O1` gave VEEV TC-83 Vero 0.1%.
CCOC(=O)C(=Cc1ccccc1)C(=O)c1ccccc1 was read as VEEV TC-83 Vero inconclusive.
Screening O=C(C[C@H]1C[C@@H]2c3cc(NC(=O)Nc4ccccc4F)ccc3O[C@@H]2[C@H](CO)O1)NCc1ccccn1 returned VEEV TC-83 Vero 1.8%.
C[C@@H]1CCCCO[C@H](CN(C)C(=O)Nc2ccc(C(F)(F)F)cc2)[C@@H](C)CN([C@H](C)CO)C(=O)c2cc(NC(=O)c3ccncc3)ccc2O1 was read as VEEV TC-83 Vero inactive.
Screening COc1ccc(-c2cc3nc(C)cc(N4CCN(C(=O)c5ccco5)CC4)n3n2)cc1 returned VEEV TC-83 Vero 12%.
Screening CCCCCCCCCC1NC(C(=O)O)Cc2c1[nH]c1ccccc21 (stereo not given) returned VEEV TC-83 Vero inactive.
For CCOc1ccccc1NC(=O)C(OC(=O)c1cnc(C)cn1)c1ccccc1 (stereo not given) the results were VEEV TC-83 Vero 0.0%.
Screening Cc1ccc(S(=O)(=O)N2C[C@H]3[C@H]4C(=O)N(c5ccccc5)C(=O)[C@H]4C[C@H](OC(=O)NC4CC4)[C@@]3(O)C2)cc1 returned VEEV TC-83 Vero inactive.
`CNC[C@H]1OCc2ccccc2-c2ccccc2C(=O)N([C@@H](C)CO)C[C@H]1C` gave VEEV TC-83 Vero inactive.
COC(=O)c1ccc(C(=O)OC)c(NC(=O)Cc2cccs2)c1 was read as VEEV TC-83 Vero 0.1%.
For COc1cccc(-c2nnc(NC(=O)CCS(=O)(=O)c3ccc(F)cc3)o2)c1 the results were VEEV TC-83 Vero 0.1%.
O=C(Nc1ccc(C(=O)O)cc1)/C(=C\c1ccc2c(c1)OCO2)NC(=O)c1ccccc1Cl was read as VEEV TC-83 Vero 0.2%.
For Cc1cc(S(=O)(=O)N2CCCCC2CCNC(=O)C(=O)NCCN2CCOCC2)ccc1F (stereo not given) the results were VEEV TC-83 Vero inactive.
O=C(CCN1N=C(c2ccccc2)CCC1=O)NC1CCCCC1 was read as VEEV TC-83 Vero 1.1%.
COc1ccccc1CCC(=O)NNC(=O)Cn1nc(C)cc1C was read as VEEV TC-83 Vero 0.7%.
`C[C@@H]1CCCCO[C@H](CN(C)Cc2ccc3c(c2)OCO3)[C@H](C)CN([C@@H](C)CO)C(=O)c2cc(NC(=O)c3ccccc3)ccc2O1` gave VEEV TC-83 Vero inactive.
Screening O=C(c1cccnc1)N1Cc2ccccc2-n2nncc2C1 returned VEEV TC-83 Vero 2.6%.
`NC(=O)CSc1nnc(-c2cccc(S(=O)(=O)N3CCOCC3)c2)o1` gave VEEV TC-83 Vero 0.2%.
For C[C@@H]1CN([C@H](C)CO)C(=O)CCCn2nncc2CO[C@H]1CN(C)C(=O)c1ccc(N2CCN(C)CC2)cc1 the results were VEEV TC-83 Vero 0.6%.
`C[C@@H]1ON(C)[C@H]2C[C@H]3c4[nH]c5ccc(-c6ccc7c(c6)OCO7)cc5c4CCN3C[C@@H]12` gave VEEV TC-83 Vero 3.9%.
C[C@@H]1CN([C@@H](C)CO)C(=O)c2cc(C3=CCCCC3)cnc2O[C@H]1CN(C)C(=O)Nc1cccc(F)c1 was read as VEEV TC-83 Vero 0.9%.
For COc1cc(CNc2nc3ccccc3n2Cc2ccccc2)ccc1O the results were VEEV TC-83 Vero inactive.
Screening COc1ccc(C)cc1/C=C/C(=O)N1CCN(S(=O)(=O)c2cccs2)CC1 returned VEEV TC-83 Vero 13%.
COC(=O)C[C@@H]1C[C@@H]2c3cc(NC(=O)NC4CCCCC4)ccc3O[C@@H]2[C@H](CO)O1 was read as VEEV TC-83 Vero 0.3%.
O=C(N=C1SC2CS(=O)(=O)CC2N1Cc1ccccc1)c1ccccc1 (stereo not given) was read as VEEV TC-83 Vero 2.4%.
`COc1ccccc1S(=O)(=O)N(C)C[C@@H]1OCc2cnnn2CCCC(=O)N([C@@H](C)CO)C[C@H]1C` gave VEEV TC-83 Vero 0.0%.
For C[C@H](CO)N1C[C@H](C)[C@@H](CN(C)C(=O)c2ccccc2)OCc2cn(nn2)CCCC1=O the results were VEEV TC-83 Vero 0.2%.
CC1=C(C(=O)N2CCOCC2)CC(CC(=O)NC2CCCCC2)C(=O)N1Cc1ccc(F)cc1 (stereo not given) was read as VEEV TC-83 Vero inactive.
For COCCn1c2nc(=O)n(-c3ccccc3)c(=O)c-2nc2ccccc21 the results were VEEV TC-83 Vero 1.7%.
For Cc1ccc(S(=O)(=O)N(C)c2ccc(C(=O)NC3CCCCC3)cc2)cc1 the results were VEEV TC-83 Vero 1.4%.
c1ccc(SC23CC4CC(CC(C4)C2)C3)nc1 was read as VEEV TC-83 Vero 2.1%.
For CCCC(=O)Nc1ccc(S(=O)(=O)N2CCc3ccccc32)cc1 the results were VEEV TC-83 Vero 4.0%.
Screening C[C@H]1CN([C@@H](C)CO)C(=O)CCCn2nncc2CO[C@H]1CN(C)S(=O)(=O)c1cccc(F)c1 returned VEEV TC-83 Vero 1.1%.
Screening CC(C)(C)S(=O)(=O)N1C[C@H]2CC/C=C\C/C=C\2[C@@H]1CCO returned VEEV TC-83 Vero inactive.
`C[C@@H]1CN([C@@H](C)CO)S(=O)(=O)c2ccc(/C=C/c3ccccc3)cc2O[C@@H]1CN(C)Cc1ccc(C(=O)O)cc1` gave VEEV TC-83 Vero 2.8%.
For O=c1c2ccccc2nnn1-c1ccccc1[N+](=O)[O-] the results were VEEV TC-83 Vero 3.8%.
`CCCCN1C(=O)C(CC(=O)NCc2ccco2)CC(C(=O)N(C)C)=C1C` (stereo not given) gave VEEV TC-83 Vero 0.6%.
CC(=O)CSc1nc2nccnc2[nH]1 was read as VEEV TC-83 Vero 2.1%.
Screening CN(C)C1CCc2[nH]c3c(F)cc(F)cc3c2C1 (stereo not given) returned VEEV TC-83 Vero 26%.
Screening C[C@H](CO)N1C[C@H](C)[C@@H](CN(C)Cc2ccccc2F)Oc2ncc(Br)cc2C1=O returned VEEV TC-83 Vero 3.6%.
Screening NS(=O)(=O)c1ccc(NC(=O)CN(C(=O)C(F)(F)F)C2CCCC2)cc1 returned VEEV TC-83 Vero inactive.
`O=C(NCCc1ccccc1C(F)(F)F)c1cc(COc2ccccc2)on1` gave VEEV TC-83 Vero 1.0%.
c1ccc(N=Nc2ccc(C3=NCCO3)cc2)cc1 was read as VEEV TC-83 Vero 7.2%.
Screening CCCCCCn1c(=O)n2n(c1=O)[C@@H]1CN(S(=O)(=O)c3ccc(C)cc3)C[C@]1(O)[C@@H](OC(=O)Nc1c(C)noc1C)C2 returned VEEV TC-83 Vero 4.9%.
For Cc1cccc(CN(C)C[C@@H]2OCc3cnnn3CCCC(=O)N([C@@H](C)CO)C[C@H]2C)c1 the results were VEEV TC-83 Vero 0.2%.
`CC1=C(C(=O)N(C)C)CC(CC(=O)NC2CCCCC2)C(=O)N1Cc1ccccc1` (stereo not given) gave VEEV TC-83 Vero inactive.
Screening O=C(O)c1c(-c2ccccc2)cnc2ccccc12 returned VEEV TC-83 Vero 1.1%.
O=[N+]([O-])c1cccc(/C=C2\CCc3cnn(C4CCS(=O)(=O)C4)c32)c1 (stereo not given) was read as VEEV TC-83 Vero 0.5%.
Screening COCCNC(=S)N(C)[C@H]1C[C@H]2c3cc(-c4ccccc4)ccc3CCN2C(=O)[C@H]1[C@H](C)O returned VEEV TC-83 Vero inactive.
Screening O=C1NC(Cc2ccc(O)cc2)c2nc3ccc(Br)cc3c(=O)n2-c2cc3ccccc3cc21 (stereo not given) returned VEEV TC-83 Vero 4.7%.
`CCCCN1C(=O)C(CC(=O)NC(c2ccccc2)c2ccccc2)CC(C(=O)N(CC)CC)=C1C` (stereo not given) gave VEEV TC-83 Vero 1.7%.
C/C(NCCc1ccc(O)cc1)=C1/CCOC1=O was read as VEEV TC-83 Vero 1.4%.
`CC(C)(C)c1ccc(OCCCC(=O)Nc2nnc(C3CC3)s2)cc1` gave VEEV TC-83 Vero inactive.
`CCN1C(=O)[C@H]2[C@@H](c3ccc(C(F)(F)F)cc3)N[C@]3(CCCN(Cc4cccn4C)C3=O)[C@H]2C1=O` gave VEEV TC-83 Vero inactive.
For COc1ccc(NC(=O)N(C)C[C@H]2OCCCC[C@@H](C)Oc3ccc(NC(=O)c4ccccc4)cc3C(=O)N([C@H](C)CO)C[C@@H]2C)cc1 the results were VEEV TC-83 Vero 4.5%.
CC1(C)CC(NC(=O)c2ccc(F)cc2)CC(C)(C)N1 was read as VEEV TC-83 Vero inactive.
O=C(CN1CCN(S(=O)(=O)c2ccc(Br)s2)CC1)N1CCc2ccccc21 was read as VEEV TC-83 Vero 0.9%.
O=C(NCc1ccccc1CN1CCCC1)c1ccc(S(=O)(=O)Nc2ccccc2)cc1 was read as VEEV TC-83 Vero 0.2%.
For C[C@@H]1CN([C@H](C)CO)C(=O)c2c(c3ccccc3n2C)-c2ccccc2CO[C@H]1CN(C)S(=O)(=O)c1cn(C)cn1 the results were VEEV TC-83 Vero inactive.
Screening Cc1cccc(NC(=O)CCc2ccc(N3C(N)=NC(N)=NC3(C)C)cc2)c1 returned VEEV TC-83 Vero 1.4%.
Screening Cc1cccc(C(=O)OCC(=O)NC(=O)NC2CCCCC2)c1 returned VEEV TC-83 Vero 0.5%.
`O=C(CN1CCN(C(=O)c2cc(C3CC3)nn2-c2ccccc2)CC1)Nc1ccc(F)cc1` gave VEEV TC-83 Vero 3.0%.
For CC(=O)Nc1ccc(NC(=O)C2CCN(S(C)(=O)=O)CC2)cc1 the results were VEEV TC-83 Vero 1.3%.
`Cc1ccccc1Nc1nc(Cl)nc(NC(C)(C)C)n1` gave VEEV TC-83 Vero 5.3%.
Screening Cc1ccc([C@H]2N[C@]3(CCCN(Cc4cccn4C)C3=O)[C@H]3C(=O)N(C)C(=O)[C@@H]23)cc1 returned VEEV TC-83 Vero 1.0%.
`Cc1ccc(S(=O)(=O)N2C[C@H]3[C@H]4C(=O)N(c5ccccc5)C(=O)[C@H]4C[C@H](OC(=O)Nc4c(C)noc4C)[C@@]3(O)C2)cc1` gave VEEV TC-83 Vero 0.4%.
Screening CCOc1ccccc1NC(=O)C1CCCN(S(=O)(=O)c2ccc3c(c2)CCCN3C(C)=O)C1 (stereo not given) returned VEEV TC-83 Vero inactive.
Screening COc1cccc(COC(=O)C2CC(=O)N(Cc3ccccc3)C2)c1OC (stereo not given) returned VEEV TC-83 Vero 5.2%.

An excerpt, so the mix of outcomes need not match the whole.
